Screening data: PubChem, Southern Research Specialized Biocontainment Screening Center
H1N1 NS1A inhibition: NS1A inhibition, H1N1 influenza, cell based functional assay (AID 504329); NS1A functional cell-based assay, percent inhibition; higher % means a stronger effect; actives 0.3% (n = 340,000); inhibition, % at 12.5 µM; hits with a dose series show IC50 in µM; in the data active = a potency from the dose series; inconclusive = inhibition above about 27% without an active follow-up result; note: strong numbers were not always called active
Salmonella PhoP GFP: Inhibition of PhoP regulon, Salmonella typhi GFP reporter cells, confirmation, 4 h (AID 1850) | Salmonella Typhi PhoP-promoter GFP reporter, fluorescence, 4 h; higher % means a stronger effect | actives 0.33% (n = 310,000) | one-dose inhibition, % at 50 µM; IC50 in µM for titrated hits; in the data active = a potency from the dose series; inconclusive = inhibition mostly from about 25% at the one dose, without a potency; inactive = the rest, 99 in 100 with inhibition below about 19%;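 note: 0% = induced wells with vehicle and 100% = uninduced wells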
VEEV TC-83 Vero: inhibitors of VEEV TC-83 cytopathic effect, confirmation, Vero cells (AID 588727); Vero cells, VEEV TC-83 cytopathic effect inhibition; higher % means a stronger effect; inhibition, % at 20 µM, or IC50 in µM where a hit was titrated; actives 0.13% (n = 350,000); in the data active = a potency from the dose series; inconclusive = inhibition mostly from about 14% at the one dose, without a potency; inactive = the rest, 99 in 100 with inhibition below about 12%; note: strong numbers were not always called active
M. tuberculosis: growth inhibition of non-replicating M. tuberculosis (AID 488890) | inhibition, % at 25 µM; hits with a dose series show IC50 in µM | actives 0.39% (n = 320,000) | Mycobacterium tuberculosis non-replicating, growth inhibition; higher % means a stronger effect; in the data active = a potency from the dose series; inconclusive = inhibition mostly from about 82% at the one dose, without a potency; inactive = the rest, 99 in 100 with inhibition below about 76%;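 note: plate controls were DMSO cells for no effect and high antibiotic wells for full effect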
M. tuberculosis HTS: M. tuberculosis growth inhibition, HTS (AID 449762); M. tuberculosis H37Rv growth inhibition, 7H9 media; higher % means a stronger effect; inhibition, % at 25 µM; hits with a dose series show IC50 in µM; actives 0.59% (n = 330,000); in the data active = a potency from the dose series; inconclusive = inhibition above about 70% without an active follow-up result;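 note: bacterial growth assessed after seven days of incubation; strong numbers were not always called active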
VEEV TC-83 Vero 10K pilot screen: also measured in VEEV TC-83 Vero; calls as there; inhibition, %; measured here: 10K pilot screen inhibition
Active calls of the source: *; i = inactive; ? = inconclusive; · = no result given. The order is random. About 1.5% of those tested had a hit in this group.

SMILES	H1N1 NS1A inhibition	Salmonella PhoP GFP	VEEV TC-83 Vero	M. tuberculosis	M. tuberculosis HTS	others
CCOc1ccc(NC(=O)Nc2cc(OCC(F)(F)F)cc(OCC(F)(F)F)c2)cc1	7%	-6%	3.1%	-3%	0%
COc1cc(/C=C/C(=O)OCC(=O)Nc2ccc(C)cc2[N+](=O)[O-])ccc1O	-8%	2%	i	-3%	3%
CCOC(=O)CC(NC(=O)c1cccc2c1C(=O)N(Cc1cccnc1)C2)c1ccc(OC(C)C)cc1 (centres undefined)	-1%	6%	10%	-10%	3%
CCOc1ccc(N/C=C/C(=O)c2cc(OC)c(OC)c(OC)c2)cc1	26%	8%	0.3%	43%	?
O=C(Cc1ccc(Cl)cc1)N/N=C/c1ccccc1	0%	0%	0.1%	17%	5%
FC(F)(F)c1cccc(Cc2noc(CN3CCCC3)n2)c1	-8%	-7%	0.6%	4%	-11%
C=CCn1c(CCNC(=O)c2ccco2)nc2ccccc21	4%	10%	i	3%	0%
O=C1c2ccccc2C(=O)N1CC(O)COCc1ccccc1 (centres undefined)	2%	-8%	i	5%	2%
COc1ccccc1N(Cc1ccccc1)S(=O)(=O)c1cccc(C(=O)Nc2cccc(C)n2)c1	-10%	-10%	9.3%	17%	-9%
O=C(Nc1ccccc1)c1ccc(Br)c(S(=O)(=O)Nc2cccnc2)c1	-2%	-9%	1.6%	-4%	0%
CCOC(=O)COc1ccc2c(C#N)c3ccccn3c2c1	3%	·	1.9%	·	·
CC(C)c1nc(N2CCN(C(=O)c3ccccc3)CC2)c(C#N)c2c1COC(C)(C)C2	-3%	5%	7.8%	7%	10%
NS(=O)(=O)c1ccc(NC(=S)Nc2ccn(Cc3cccc4ccccc34)n2)cc1	5%	6%	8.1%	19%	-5%
COc1ccc(C(=O)NNC(=O)c2ccc3ccccc3c2O)cc1	-3%	-7%	2.4%	18%	-5%
O=[N+]([O-])C1=CC=C2C(=NC3(CCCCC3)N2O)C1=NC1CCCCC1	9%	-8%	0.1%	22%	17%
O=C(Cc1ccccc1)O/N=C1\CCCc2ccccc21	4%	2%	i	5%	12%
CCc1ccc(C2=NN(C(=O)CCC(=O)O)C(c3cccs3)C2)cc1 (centres undefined)	-6%	-6%	1.1%	27%	7%
OCCNCC1(O)C2CC3CC(C2)CC1C3 (centres undefined)	0%	-17%	6.4%	3%	16%
Cc1cc(C(=O)NNC(=O)CCN2CCN(c3ccccc3)CC2)c2ccccc2n1	2%	1%	1.4%	-6%	2%
Cc1ccc(Cl)cc1NC(=O)c1ocnc1C	4%	-1%	1.4%	·	·
Cc1ccc2cc(CN(Cc3nnnn3Cc3ccco3)CC3CCCO3)c(=O)[nH]c2c1C (centres undefined)	3%	-5%	6.2%	10%	0%
Cc1nc2c(c(=O)[nH]1)C(c1ccc([N+](=O)[O-])cc1)c1c(c3ccccc3oc1=O)O2 (centres undefined)	·	0%	·	-3%	5%
COc1ccc(NC(=O)COC(=O)Cc2ccc(-c3ccccc3)cc2)c(OC)c1	-7%	1%	0.3%	41%	-1%
CCOc1ccc(NC(=O)C2CCN(C(=O)NCc3ccccc3)CC2)cc1	-4%	21%	0.9%	7%	?
CC(C(=O)N1CCC(C(N)=O)CC1)N(c1ccc(Oc2ccccc2)cc1)S(C)(=O)=O (centres undefined)	3%	-1%	1.6%	1%	-8%
O=C(N/N=C/c1ccc(O)cc1)c1ccncc1	-7%	-6%	0.5%	1%	7%
CCCCC(=O)N1CCN(c2nc3ccc(Br)cc3s2)CC1	9%	7%	i	76%	13%
O=C(CSc1nc(-c2ccccc2)cc(C(F)(F)F)n1)NCc1cccs1	-2%	-6%	i	-25%	6%
COc1ccc(CC(=O)NCc2ccccc2Cl)cc1S(=O)(=O)N1CCOCC1	-10%	-8%	0.8%	14%	7%
Nc1ccc(N=Nc2ccccc2O)c(N)c1	·	-27%	0.6%	?	11%
Cc1sc2nc(CSCC(=O)N(C)CC(=O)Nc3ccc(F)cc3)[nH]c(=O)c2c1C	-1%	-6%	4.8%	9%	0%
Nc1nc(Cl)cc(N2CCC(c3cc(-c4ccc(Cl)cc4)n[nH]3)CC2)n1	33%	2%	i	18%	4%
NC1=NCc2ccccc21	5%	-18%	2.3%	-7%	4%
Cc1sc(NC(=S)Nc2ccc(F)cc2)c(C(N)=O)c1C	-4%	-21%	1.0%	63%	2%
O=C(OCc1nnc(-c2ccccc2)o1)c1cc(S(=O)(=O)N2CCOCC2)ccc1F	-11%	7%	3.1%	-11%	10%
COc1ccc(C(C(=O)NC2CCCC2)N(C(=O)c2ccco2)c2ccccc2OC)cc1 (centres undefined)	9%	1%	1.1%	15%	2%
COC(=O)[C@]12C(=O)C(C)=C(O)[C@@]1(C)C(C)=CC1[C@@]34CC[C@@H](OC(C)=O)C(C)(C)C3C(C[C@]12C)OC4=O (some centres undefined)	4%	7%	i	-2%	-10%
N#Cc1ccc(C(=O)Nc2nc(-c3cccs3)c(C(=O)C(F)(F)F)s2)cc1	-7%	7%	i	·	-9%
O=C1NC(Cc2ccccc2)c2nc3cc(F)ccc3c(=O)n2-c2cc(Cl)ccc21 (centres undefined)	·	·	·	-4%	0%
CC1(C)CC(=O)C=C(NNC(=O)c2cccnc2)C1	·	-3%	1.9%	-10%	-4%
CN1CCN(S(=O)(=O)c2ccc(NC(=O)c3ccc(F)cc3)cc2)CC1	0%	-3%	i	-3%	1%	VEEV TC-83 Vero 10K pilot screen=0.3
COC(=O)c1ccc(-c2nc(O)c(C)s2)cc1	8%	-2%	i	-5%	1%
CC(C)(C)c1csc(Sc2ncccc2[N+](=O)[O-])n1	10%	-6%	i	·	1%
Cc1ccccc1Cn1c2ccccc2c2cn[nH]c(=O)c21	-2%	4%	0.5%	-3%	3%
CCc1nnc(NC(=O)CSc2ccc(-c3ccc(F)cc3)nn2)s1	·	18%	·	35%	-3%
O=C(O)CCC(=O)N1N=C(c2ccccc2)CC1c1ccc2nccnc2c1 (centres undefined)	-4%	-5%	2.0%	-6%	-1%
COc1c2occc2c(OC)c2c(=O)cc(C(F)(F)C(F)(F)F)oc12	-5%	-7%	0.4%	-14%	-3%
O=C(COC(=O)c1ccc(Br)cc1)NC(=O)NCc1ccccc1	-15%	·	0.3%	43%	8%
O=C(CN1C(=O)NC2(CCCCC2)C1=O)N1CCN(c2ncccn2)CC1	-14%	·	1.8%	·	2%
CC1CCN(CCOc2cc(Cl)ccc2Cl)CC1	-6%	2%	i	2%	-1%
CCN1CCN(C(=O)c2[nH]c3ccc(OC)cc3c2C)CC1	-20%	5%	0.9%	0%	1%
COc1ccc2nc(SC(C)C(=O)NC3CCCC3)[nH]c2c1 (centres undefined)	-3%	·	2.3%	·	·
COc1ccc2c(c1)[C@H]1[C@H](CO2)[C@H](c2ccccc2)[C@]2(C)C(=O)Nc3ccccc3C(=O)N12	2%	-22%	0.7%	42%	6%
C=C(C)CNC(=S)N/N=C/c1ccc(N2CCOCC2)cc1	-3%	-3%	i	-29%	5%
CN(C(=O)CCN1C(=O)/C(=C/c2ccccc2F)SC1=S)C1CCS(=O)(=O)C1 (centres undefined)	-1%	0%	24%	21%	8%
CN(C)S(=O)(=O)c1cc(NC(=O)CNCc2ccc(F)cc2)ccc1Cl	0%	-6%	i	5%	7%
Brc1ccc2ncc(Br)cc2c1	-1%	-2%	0.7%	-5%	3%
Cc1cccnc1NC(=O)C1CCN(S(=O)(=O)c2ccc3c(c2)CCC(=O)N3)CC1	-4%	3%	?	·	-2%
CCOP(=O)(OCC)c1cc(CC)ccc1O	-6%	9%	0.6%	-4%	4%
CCCCc1ccc(NC(=O)COc2ccc(C(=O)Nc3ccccc3C)cc2)cc1	·	10%	·	0%	55%
(further entries)
SMILES	H1N1 NS1A inhibition	Salmonella PhoP GFP	VEEV TC-83 Vero	M. tuberculosis	M. tuberculosis HTS	others
CC(=O)c1ccc(NC(=O)CCc2c(C)nn(-c3ccc(N4CCOCC4)nn3)c2C)cc1	9%	2%	4.3%	-2%	-5%
Nc1ncnc2nc(SCc3ccccc3)[nH]c12	-11%	1%	1.9%	6%	1%	VEEV TC-83 Vero 10K pilot screen=1.9
Cc1cccc(/C=C2/SC(=O)N(Cc3ccccc3Cl)C2=O)n1	-10%	-7%	i	-15%	-10%
CCN1C(C)=C(C)S/C1=C1\SC(=S)N(C2CCCCC2)C1=O	0%	-10%	0.2%	21%	4%
CCOC(=O)c1cc(C(C)(C)C)oc1CN	-1%	12%	1.7%	14%	4%
C/C=C(\C)C(=O)NCCN1C2=NC[C@H](Cc3ccc(O)cc3)N2C[C@H]1Cc1ccc(O)cc1	7%	3%	0.1%	44%	3%
CCC(C)(NC(=O)c1ccccc1)C(=O)O (centres undefined)	-6%	-1%	0.2%	1%	7%
CN1CCS/C1=C\C=C1/SC(=S)N(CC(=O)O)C1=O	6%	·	i	·	·
Cc1ccc(NC(=O)NC2CC(=O)N(c3ccc4c(c3)OCCO4)C2)cc1C (centres undefined)	10%	-3%	4.1%	7%	1%
COc1ccc(OC)c(CN2CCN(C(=O)c3cc4ccccc4cc3O)CC2)c1	-5%	1%	5.2%	15%	-5%
Oc1ccc(/C=N/n2c(COc3ccccc3)n[nH]c2=S)cc1O	19%	-2%	0.6%	-7%	0%
CCOC(=O)N1CCN(C(=O)CNC(=O)c2ccccc2F)CC1	-1%	·	3.9%	3%	-5%
CCCCS(=O)(=O)N1CCCC(C(=O)Oc2ccc(Cl)cc2)C1 (centres undefined)	-10%	0%	0.2%	?	0%
COc1ccc(C2CC(=O)C=C(NNS(=O)(=O)c3ccc(C)cc3)C2)cc1 (centres undefined)	6%	-4%	0.8%	3%	-10%
N/C(=N\NC(=O)c1ccc(F)cc1)c1cc2ccccc2oc1=O	3%	1%	1.1%	-9%	2%
Cn1cc2cc([N+](=O)[O-])ccc2n1	-1%	3%	6.1%	2%	2%
COc1cc(NC(=O)CSCC(=O)Nc2cccc(C(F)(F)F)c2)c(Cl)cc1Cl	-5%	-3%	2.4%	7%	5%
Cn1c(CNS(=O)(=O)c2ccc(Cl)cc2)n[nH]c1=S	8%	-1%	5.0%	5%	1%
Cc1cc(NC(=O)c2ccc(F)cc2)ccc1NC(=O)c1ccco1	0%	11%	1.1%	-10%	1%
O=C(O)c1cccc2c1C(=O)N(c1ccc3c(c1)Cc1ccccc1-3)C2=O	5%	·	i	·	·
COC(=O)C1(Cc2cc(-c3ccc(Cl)cc3)no2)CCN(C(=O)OC(C)(C)C)CC1	7%	-17%	0.7%	22%	8%
CCOC(=O)/C=c1\s/c(=C(\C#N)C(=O)NC)n(-c2ccccc2)c1=O	-14%	-5%	2.5%	-3%	-8%
O=C(Cn1nnc(-c2ccccc2NC(=O)c2ccccc2F)n1)NC1CCCC1	-4%	4%	1.7%	?	11%	VEEV TC-83 Vero 10K pilot screen=0.0
Cc1ccc(NCC(=O)Nc2ccc(Br)cc2)cc1F	-2%	15%	4.3%	54%	5%
O=C(NCCN1CCCCC1)Nc1ccc(F)c(Cl)c1	19%	0%	i	3%	-4%
O=C(CN1CCCCC1)NCCNc1ccc(C(F)(F)F)cc1[N+](=O)[O-]	5%	-6%	i	-10%	7%
CCOc1ccc(N(C)S(=O)(=O)c2cc(-c3cc(C)no3)ccc2C(C)C)cc1	12%	-8%	4.1%	30%	15%
Cc1ccc(N(CC(=O)NC(C)C)C(=O)CCC(=O)Nc2nccs2)cc1	-1%	-4%	6.1%	-9%	-6%

Not a retest: 7 of the compounds above.
SMILES	H1N1 NS1A inhibition	Salmonella PhoP GFP	VEEV TC-83 Vero	M. tuberculosis	M. tuberculosis HTS	others
CCOC(=O)/C=c1\s/c(=C(\C#N)C(=O)NC)n(-c2ccccc2)c1=O	-14%	-5%	2.5%	-3%	-8%
O=C(Cn1nnc(-c2ccccc2NC(=O)c2ccccc2F)n1)NC1CCCC1	-4%	4%	1.7%	?	11%	VEEV TC-83 Vero 10K pilot screen=0.0
Cc1ccc(NCC(=O)Nc2ccc(Br)cc2)cc1F	-2%	15%	4.3%	54%	5%
O=C(NCCN1CCCCC1)Nc1ccc(F)c(Cl)c1	19%	0%	i	3%	-4%
O=C(CN1CCCCC1)NCCNc1ccc(C(F)(F)F)cc1[N+](=O)[O-]	5%	-6%	i	-10%	7%
CCOc1ccc(N(C)S(=O)(=O)c2cc(-c3cc(C)no3)ccc2C(C)C)cc1	12%	-8%	4.1%	30%	15%
Cc1ccc(N(CC(=O)NC(C)C)C(=O)CCC(=O)Nc2nccs2)cc1	-1%	-4%	6.1%	-9%	-6%
